ELG1 repair inh – qHTS screen for small molecules that inhibit ELG1-dependent DNA repair in human embryonic kidney (HEK293T) cells expressing luciferase-tagged ELG1; 330,000 tested, 2.3% active; AID 504467, 2011; Potency, µM (highest dose often 46.1 µM), for inactives: at the highest dose activity change, negative = inhibition, most hits filed as inhibitors; HEK293T ELG1-luciferase reporter, luminescence, 16 h; DNA damage induced by 5-fluorouridine; also: potency is read from the fitted curve at half-maximal effect; % is scaled to controls: 0 for no effect and ±100 for the full control effect; nearly all actives have a fitted effect of over 55% in size
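DMSO vehicle served as the neutral condition. Each well held 2,000 cells given 5-fluorouridine plus compound; after 16 hr at 37 °C/5% CO2, ONE-Glo was added and luciferase measured 30 min later.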
Menin-MLL TR inh – qHTS Assay for Inhibitors Targeting the Menin-MLL Interaction in MLL Related Leukemias: Competition With Texas Red Labeled MLL-derived Mutant Peptide; Menin + Texas Red MLL mutant peptide, fluorescence polarization; Potency, µM (top dose mostly 61.6 µM), inactives show at the top dose FP activity change, negative = inhibition, hits mostly inhibitors; 270,000 tested, 0.23% active; AID 1768, 2009; active = well fitted inhibition curve with a large enough effect in the polarisation, with a control signal flat, not every such curve was filed as active; inconclusive = small, poorly fitted or top-dose-only effect, or effect the other way, or a change in a side signal; inactive = no such curve, though single readings can be large or run the other way; the % refers to the polarisation; also: potency is read from the fitted curve at half-maximal effect; % of control where 0% means no effect; many of its hits are not listed in these tables
Target sequence (O00255 whole entry, looked up): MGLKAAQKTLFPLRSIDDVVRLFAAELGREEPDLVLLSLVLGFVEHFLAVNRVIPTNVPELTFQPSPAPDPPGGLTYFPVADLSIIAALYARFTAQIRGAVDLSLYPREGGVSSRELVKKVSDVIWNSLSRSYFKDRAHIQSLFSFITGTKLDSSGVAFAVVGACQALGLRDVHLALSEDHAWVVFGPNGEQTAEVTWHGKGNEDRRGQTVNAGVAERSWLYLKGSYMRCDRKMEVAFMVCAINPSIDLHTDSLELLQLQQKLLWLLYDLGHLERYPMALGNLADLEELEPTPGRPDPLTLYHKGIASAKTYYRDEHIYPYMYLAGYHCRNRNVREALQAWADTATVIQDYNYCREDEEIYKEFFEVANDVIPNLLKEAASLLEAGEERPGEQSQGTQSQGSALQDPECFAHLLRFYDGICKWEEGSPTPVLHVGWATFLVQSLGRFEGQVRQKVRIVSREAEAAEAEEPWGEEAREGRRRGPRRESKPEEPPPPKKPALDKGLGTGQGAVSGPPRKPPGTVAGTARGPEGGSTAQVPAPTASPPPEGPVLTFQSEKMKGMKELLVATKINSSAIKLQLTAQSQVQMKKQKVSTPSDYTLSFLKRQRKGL
RORg inh – qHTS for inhibitors of ROR gamma transcriptional activity. Nuclear receptor ROR-gamma (Mus musculus), P51450. Drosophila S2 Gal4-RORgamma UAS-luciferase reporter, 20 h. Potency, µM (titrated, usually from 53.6 µM), for the others: top-dose activity change, negative = inhibition, hits mostly inhibitors. 310,000 tested, 5.4% active; also: potency is read from the fitted curve at half-maximal effect; % is scaled to controls: 0 for no effect and ±100 for the full control effect; nearly all actives have a fitted effect of over 60% in size
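Stably transfected Drosophila Schneider cells are the test system, with ROR gamma fused to Gal4 and luciferase under UAS control; luminescence is read after 20 hr of 700 uM copper sulfate induction at ambient temperature.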
KCNH2 3.1 block – qHTS for Inhibitors of KCHN2 3.1: Mutant qHTS; Potassium voltage-gated channel subfamily H member 2, brain isoform KCNH2 3.1 (human); 340,000 tested, 0.95% active; activity change, % (tested at about 1.8 µM); U2OS KCNH2 3.1, thallium flux FluxOr; stronger effect = lower value;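 active = maximum activity change below -70%; inconclusive = maximum activity change from -70% to -50%; inactive = maximum activity change above -50%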;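 also: thallium influx rate constant from kinetic fluorescence after stimulation buffer; % is scaled to controls: 0 for no effect and ±100 for the full control effect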
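We transduce U2OS cells with the mutant 3.1 virus, culture them overnight, load FluxOr with Red40 quencher for 45 min, then add stimulation buffer and read kinetically for 2 min to derive a normalized rate constant.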
Mito fusion act – qHTS Assay for Small Molecule Inhibitors of Mitochondrial Division or Activators of Mitochondrial Fusion. 320,000 tested, 0.23% active. Potency, µM (series often up to 46.1 µM), without a hit: at the top dose growth rescue (activation), most hits filed as activators. S. cerevisiae fusion-defective mutant growth rescue, CellTiterGlo 48 h;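 also: potency is read from the fitted curve at half-maximal effect; % of control where 0% means no effect; nearly all actives have a fitted effect of over 45% in size; temperature-sensitive fusion mutants such as fzo1-1 at 37 °C on non-fermentable ethanol glycerol medium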
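S. cerevisiae fusion-defective temperature-sensitive mutants (e.g. fzo1-1, mgm1-5) grown 48 h at 37C in YPEG (ethanol/glycerol non-fermentable) medium with 23 nl compound per well; growth rescue read as CellTiterGlo luminescence.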
NPC1 promoter act – qHTS Assay for NPC1 Promoter Activators; AID 485313, 2010; Huh7 NPC1 promoter luciferase reporter, 24 h; Potency, µM (highest dose often 9.22 µM), for the others: at the highest dose activation, actives largely listed as activators; 320,000 tested, 2.4% active;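 also: potency is read from the fitted curve at half-maximal effect; % of control where 0% means no effect; nearly all actives have a fitted effect of over 60% in size; reporter is driven by a mutant NPC1 promoter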
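Quantitative HTS used a cell-based reporter: Huh7 cells stably bearing the NPC1 promoter upstream of luciferase were treated with compounds for 24 h, and promoter activation was read as luminescence.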
Rab9 prom act – qHTS Assay for Rab9 Promoter Activators; Huh7 Rab9 promoter-luciferase reporter, luminescence, 24 h; Potency, µM (series often up to 9.22 µM), without a hit: top-dose activation, negative = inhibition, usual class: activators; 320,000 tested, 2.8% active; AID 485297, 2010; also: potency is read from the fitted curve at half-maximal effect; % of control where 0% means no effect; nearly all actives have a fitted effect of over 60% in size
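Luminescence from Amplite-detected luciferase (10 minutes, ambient) reports Rab9 promoter activation. Before that, stable Rab9-luciferase Huh7 cells (1500/well, reduced-serum OP-MEM I plus 10% FBS) were exposed to compound for 24 hours at 37C.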
Gal4-VP16 FLuc – VP16 counterscreen qHTS for inhibitors of ROR gamma transcriptional activity | Drosophila S2 Gal4-VP16 UAS-luciferase, luminescence, 20 h | 310,000 tested, 3.5% active | Potency, µM (titrated, usually from 53.6 µM), for the others: top-dose activity, negative = inhibition, hits mostly inhibitors;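 also: Gal4-VP16 expression switched on by copper sulfate through the metallothionein promoter; potency is read from the fitted curve at half-maximal effect; % is scaled to controls: 0 for no effect and ±100 for the full control effect; nearly all actives have a fitted effect of over 50% in size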
PKM2 activator – qHTS Assay for Activators of Human Muscle isoform 2 Pyruvate Kinase; Pyruvate kinase PKM (Homo sapiens), P14618; purified PKM2, Kinase-Glo ATP luminescence, activation; response scale: 0% is enzyme alone, no compound; Potency, µM (series often up to 57.5 µM), inactives show at the top dose activation, actives largely listed as activators; 260,000 tested, 0.34% active; AID 1631, 2009; also: potency is read from the fitted curve at half-maximal effect; % is scaled to controls: 0 for no effect and ±100 for the full control effect; nearly all actives have a fitted effect of over 55% in size
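Kinase-Glo luminescence reports ATP generated from ADP (0.1 mM) and PEP (0.5 mM) by purified hPK-M2 after 1 h at room temperature, pH 7.2 imidazole buffer; intermediate enzyme activity allows detecting inhibitors and activators.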
MBNL1-CUG inh – qHTS Assay for Inhibitors of MBNL1-poly(CUG) RNA binding; TR-FRET MBNL1-His/biotin-(CUG)12 binding, 665/545 ratio; Potency, µM (top dose mostly 57.5 µM), without a hit: top-dose activity change, negative = inhibition, actives largely listed as inhibitors; 280,000 tested, 0.036% active; AID 2675, 2010; active = well fitted inhibition curve with a large enough effect in the signal ratio, with a control signal flat, not every such curve was filed as active; inconclusive = small, poorly fitted or top-dose-only effect, or effect the other way, or a change in a side signal; inactive = no such curve, though single readings can be large or run the other way; the % refers to the signal ratio; also: potency is read from the fitted curve at half-maximal effect; % is scaled to controls: 0 for no effect and ±100 for the full control effect
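Ratiometric TR-FRET (665 over 545 nm, excitation 340 nm) tracks disruption of MBNL1-His/biotin-(CUG)12 complex after 60 min at room temperature, with compounds at 92 nM to 58 uM final.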
FLuc counter – qHTS profiling assay for firefly luciferase inhibitor/activator using purifed enzyme and Km concentrations of substrates (counterscreen for miR-21 project); Luciferin 4-monooxygenase (Photinus pyralis), P08659; purified FLuc, Km substrates, luminescence inhibition; Potency, µM (top dose mostly 57.5 µM), without a hit: at the highest dose activity change, negative = inhibition, hits mostly inhibitors; 360,000 tested, 6.9% active;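 also: potency is read from the fitted curve at half-maximal effect; plate controls were vehicle for no effect and reference inhibitor for full effect; nearly all actives have a fitted effect of over 55% in size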
Target sequence (P08659 whole entry, looked up): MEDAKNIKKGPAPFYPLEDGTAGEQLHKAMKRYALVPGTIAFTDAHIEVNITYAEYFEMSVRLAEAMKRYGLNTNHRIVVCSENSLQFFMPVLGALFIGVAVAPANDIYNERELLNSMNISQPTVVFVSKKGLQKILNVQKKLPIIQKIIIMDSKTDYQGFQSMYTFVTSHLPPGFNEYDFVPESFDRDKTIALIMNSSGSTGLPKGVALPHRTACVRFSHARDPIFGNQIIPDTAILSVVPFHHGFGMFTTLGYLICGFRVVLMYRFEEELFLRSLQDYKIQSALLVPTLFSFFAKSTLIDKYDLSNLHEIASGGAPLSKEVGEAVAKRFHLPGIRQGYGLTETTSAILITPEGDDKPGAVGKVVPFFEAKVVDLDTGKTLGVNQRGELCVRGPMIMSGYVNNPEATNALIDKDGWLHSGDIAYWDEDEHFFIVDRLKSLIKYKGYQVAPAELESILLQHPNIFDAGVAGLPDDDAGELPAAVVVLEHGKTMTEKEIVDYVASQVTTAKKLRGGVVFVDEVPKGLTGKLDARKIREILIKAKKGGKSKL
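Purified P. pyralis luciferase (10nM final) with 10uM D-luciferin and 10uM ATP (Km levels) in 50mM Tris acetate pH 7.5, 10mM Mg acetate, 0.01% Tween-20, 0.05% BSA; qHTS 6-point titration, ~60 µM downward; luminescence read.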
* marks the source's active call; other numbers are inactive results; ? = inconclusive; . = not tested or not shown; [ ] = another dose, or the depositor's remark. Unless noted, calls follow the shape of the dose curve; as a rule, active = well fitted curve in the direction sought with a large enough effect; inconclusive = small, poorly fitted or top-dose-only effect, or another doubt; inactive = no such curve, though single readings can be large; an effect the other way counts as inactive or inconclusive. Some of the compounds tested; count on the stated rates, not on these rows.

SMILES	ELG1 repair inh	Menin-MLL TR inh	RORg inh	KCNH2 3.1 block	Mito fusion act	NPC1 promoter act	Rab9 prom act	Gal4-VP16 FLuc	PKM2 activator	MBNL1-CUG inh	FLuc counter
O=C(NC1CCCC1)c1nc2c(nnn2Cc2cccc(Cl)c2)c(=O)[nH]1	-23%	8%	-5%[10 µM]	-4	4%	11%	-4%	0%	-2%	-9%	-1%
COc1ccc2[nH]c(C)c(CCN(Cc3cccs3)C(=S)Nc3ccccc3OC)c2c1	13µM*	?	38%	-9	25%	-5%	-2%	-2%	0%	15%	1%
CCOC(=O)C1CCN(S(=O)(=O)CCNC(=O)c2ccc3c(c2)OCO3)CC1	-2%	.	.	9	0%	2%	-5%	.	.	.	2%
O=C(NC1CCCCC1)c1n[nH]c2c1CCCCC2	?	.	.	.	14%	?	0.089µM*	.	.	.	0.38µM*
COc1ccc2[nH]c3c(c2c1)CCN1C(=O)N([C@@H](C)C(=O)NC2CCCC2)C(=O)[C@]31C	?	-1%	24%	-2	1%	-1%	-4%	13%	-3%	-14%	1%
O=c1c2cc(NC(=S)NCc3ccccn3)ccc2nc2n1CCCCC2	8%	-14%	39%	2	4%	-1%	4%	5%	1%	-1%	-10%
O=C(Nc1ccc(Br)cc1)NC1CCCCCCC1	?	80%[activator]	?	-12	-3%	2.2µM*	4µM*	?	-2%	-2%	6.7µM*
COc1ccc(NS(=O)(=O)c2cccc(C(=O)N/N=C(\C)c3ccc(-n4ccnc4)cc3)c2)cc1	-2%	.	18%	2	1%	5%	-4%	-8%	-6%	-18%	-4%
O=C(CCC1CCCCC1)Nc1ccccc1O	?	24%	?	1	1%	?	?	-4%	2%	-4%	21µM*
Cc1ccc2[nH]c3c(c2c1)CC/C(=C/c1ccccc1)C3=O	?	.	4µM*	-19	2%	28%	?	6.3µM*	-3%	-1%	4.8µM*
CN(Cc1ccccc1)C(=O)COC(=O)c1cc(-c2ccc(Cl)s2)nc2ccccc12	?	?	9%	-5	9%	2%	9%	-3%	1%	19%	-5%
COC(=O)CC1C(=O)NCCN1C(=O)c1cc([N+](=O)[O-])ccc1Cl (stereo unspecified)	-11%	14%	17%	-3	3%	2%	-3%	-6%	0%[11.5 µM]	?	5%
CC1CC(C)CN(CCCNC(=O)c2cc3c(s2)-c2ccccc2OC3)C1 (stereo unspecified)	5%	.	-25%	?	-9%	-1%	-2%	-18%	.	?	2%
C[C@@H](NC(=O)c1nc[nH]c1C(=O)N[C@@H](CCCCNC(=O)OC(C)(C)C)C(=O)OC(C)(C)C)c1ccccc1	?	?	15%	2	4%	-4%	-5%	-11%	2%	4%	5%
ClCc1cc2ccccc2nc1Cl	9%	-13%	-5%	13	9%	-7%	0%	-18%	0%	-1%	-11%
c1ccc(COc2ccc(CNCc3cccs3)cc2)cc1	12%	17%	?	-16	-1%	19%	11%	16µM*	7%	-3%	?
CN(CP(=O)(O)CN(C)S(C)(=O)=O)S(C)(=O)=O	5%	?	0%	-5	2%	0%	1%	-8%	3%	-1%	0%
COC(=O)c1nnn(-c2nonc2N)c1CSCCO	10%	6%	-25%	0	-2%	1%	-9%	3%	8%	2%	8%
CCOC(=O)CSc1nnc(-c2ccc(S(=O)(=O)N3CCOCC3)cc2)n1-c1ccccc1	20%	3%	?	-4	-2%	-4%	-2%	-3%	2%	0%	7%
CC1(OC(=O)C2CCCC2)C(=O)C=C2C=C3CCCCN3C=C2C1=O (stereo unspecified)	2%	-2%[11.7 µM]	-13%	6	-6%	1%	0%	1%	1%[11.5 µM]	?	0%
CCOC(=O)N1CCN(S(=O)(=O)c2ccc(C(=O)N(CCCN(C)C)c3nc4ccc(OC)cc4s3)cc2)CC1	11%	-25%	-21%	-12	-1%	1%	0%	0%	-6%	-8%	-2%
CN(C)C(=O)CSc1nnc(Cc2ccc3c(c2)OCO3)o1	-13%	2%	7%	13	8%	2%	-1%	-13%	0%	-6%	-4%
CCOC(=O)C(C)/C(C)=N/NC(=O)CCC(=O)Nc1cc(C)ccc1C (stereo unspecified)	-6%	0%	?	-18	-6%	-3%	-3%	-1%	-1%	-8%	0%
CN(C)c1ccc(NC(=O)CN2C(=O)CC(c3ccccc3)=Nc3ccccc32)cc1	-5%	18%	13%	-16	6%	2%	4%	-8%	2%	7%	-1%
CN(CCO)c1cnccn1	12%	9%	-9%	-5	0%	-3%	2%	2%	2%	0%	0%
COCCn1c(C)cc2c(c1=O)C(c1ccco1)C(C#N)=C(N)O2 (stereo unspecified)	-8%	-1%	-6%	12	-2%	-2%	-2%	-2%	-3%	1%	0%
Cn1cc(CN2CCC(C(=O)Nc3cccc(-c4cccc(F)c4)c3)CC2)cn1	-7%	.	-10%	-36	-6%	-4%	-4%	-5%	2%	-1%	2%
COC(=O)CC(c1ccc(OC)c(OC)c1)c1ccc(OC)c(OC)c1	-15%	-1%	11%	-5	-2%	-9%	5%[1.84 µM]	-23%[10 µM]	-5%	-5%	-2%
CCC(C)(C)NC(=O)C(c1cccn1C)N(C(=O)Cn1nnc2ccccc21)c1ccc(OC)cc1OC (stereo unspecified)	-1%	0%	?	-5	-1%	-2%	-5%	-3%	15%	?	0%
Cc1cccc(C(=O)Oc2ccc(/C=N/NC(=O)c3ccccc3O)cc2)c1	?	?	3.5µM*	-28	4%	17%	27%	3.5µM*	9%	.	13µM*
O=C(NCCCn1ccnc1)c1cc(-c2cccs2)on1	?	18%	-9%	22	1%	?	3.2µM*	0%	-9%	1%	?
NNc1ccc(S(=O)(=O)N2CCCCC2)cn1	-10%	.	?	1	-6%	-4%	-3%	?	7%	0%	-1%
COc1ccc2nc(NC(=O)c3ccc(F)cc3)sc2c1	?	?	11µM*	13	-3%	2.5µM*	1.4µM*	-6%	1%	9%	0.85µM*
O/N=C/c1cccn1-c1ccc(O)cc1	?	0%	30%	3	-4%	-12%	4%	13%	8%	10%	1%
C(=N/Nc1cc(N2CCOCC2)nc(N2CCOCC2)n1)/c1ccccc1	?	6%	25%	-7	-20%	-1%	-1%	-29%	1%	?	-4%
COc1ccc(-n2c(SCC(=O)NCc3cccs3)nc3[nH]ncc3c2=O)cc1	21%	-15%	16%	5	2%	-2%	-5%	-6%	-6%	-8%	-4%
COc1cccc(C(=O)Nc2nnc(SCC(=O)NC3CCCC3)s2)c1	?	19%	?	-4	1%	?	?	-29%	-3%	1%	2.7µM*
O=C(COC(=O)Cc1ccc(Br)cc1)NCc1ccc2c(c1)OCO2	-1%	.	.	2	8%	-1%	-3%	.	.	.	0%
COCCN(C(=S)Nc1ccccc1OC)C(C)c1cccs1 (stereo unspecified)	-2%	-7%	?	-1	6%	-4%	-8%	?	-14%	4%	5%
O=C(NNC(=O)c1ccccc1-n1cccc1)c1ccc(F)cc1	-2%	2%	13%	9	-3%	-4%	3%	-1%	0%	-5%	5%
Cc1ccc(NC(=O)CCSc2nnc(C)s2)cc1	-3%	-5%	-3%	18	1%	0%	4%	1%	-4%	-5%	-3%
Cc1ccc(S(=O)(=O)N2CCCCC2)cc1NC(=O)COC(=O)c1cc[n+]([O-])cc1	1%	0%	-13%	7	-9%	-2%	1%	-13%	-1%	39%[activator]	-1%
COc1ccc(-c2nc(CN3CCCC(C(=O)NC4CCCC4)C3)c(C)o2)cc1 (stereo unspecified)	-4%	-4%	-15%	-4	-3%	1%	2%	-1%	4%	-15%	-2%
CCOC(=O)c1c(C)[nH]c(C(=O)CN2C(=O)NC(C)(CC(C)C)C2=O)c1C (stereo unspecified)	-2%	-14%	44%	2	1%	-2%	-2%	-3%	2%	-3%	6%

Compound activity as filed in PubChem BioAssay.
